Screening results from PubChem BioAssay.
CHO-K1 Ca antag: counter-screen for M1 antagonists: effect in parental CHO-K1 cells; ATP-induced calcium, Fluo-8 fluorescence; inhibition, % at 3 µM; actives 0.6% (n = 360,000);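 active = inhibition above a per-plate cutoff, the plate's mean sample inhibition plus 3 SD, cut at about 24% in these data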;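 note: 0% = DMSO plus EC80 ATP and 100% = DMSO alone without ATP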
CHRM5 agonist: human M5 muscarinic receptor agonists, primary screen, CHO-K1 cells, Fluo-8 calcium fluorescence. Muscarinic acetylcholine receptor M5 (Homo sapiens), P08912. CHO-K1 hM5 cells; 0% DMSO wells, 100% maximal acetylcholine response. activation, % at 3 µM. actives 0.19% (n = 360,000). AID 624037, 2012;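 active = activation above the run's mean over test compounds plus 3 SD, cut at about 23% in these data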;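 note: signal is peak over basal fluorescence ratio across the kinetic read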
Target sequence (P08912 whole entry, looked up): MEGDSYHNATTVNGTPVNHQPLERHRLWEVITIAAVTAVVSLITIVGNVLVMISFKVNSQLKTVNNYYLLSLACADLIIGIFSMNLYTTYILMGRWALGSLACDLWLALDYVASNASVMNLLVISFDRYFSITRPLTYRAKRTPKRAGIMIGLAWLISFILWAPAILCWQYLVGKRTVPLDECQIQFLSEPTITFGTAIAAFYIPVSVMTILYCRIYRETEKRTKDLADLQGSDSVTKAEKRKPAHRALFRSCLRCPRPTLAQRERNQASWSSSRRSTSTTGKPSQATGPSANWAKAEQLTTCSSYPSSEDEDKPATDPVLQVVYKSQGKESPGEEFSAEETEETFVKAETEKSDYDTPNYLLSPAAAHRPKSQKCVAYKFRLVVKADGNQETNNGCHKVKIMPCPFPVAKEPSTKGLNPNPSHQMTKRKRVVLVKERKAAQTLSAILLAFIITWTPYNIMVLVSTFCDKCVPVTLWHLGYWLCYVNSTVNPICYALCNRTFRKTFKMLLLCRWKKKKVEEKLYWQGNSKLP
M4 PAM: human M4 muscarinic receptor positive allosteric modulators, primary screen, CHO-K1 cells, Fluo-8 calcium fluorescence | actives 0.4% (n = 360,000) | CHO-K1 hM4/Gqi5, ACh EC20; 0% = ACh EC20, 100% = maximal ACh | Muscarinic acetylcholine receptor M4 (Homo sapiens), P08173 | activation, % at 3 µM;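 active = activation above its plate's cutoff, the mean activation of sample wells plus 3 SD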; note: some results filed as inactive read as strong as hits
Target sequence (P08173 whole entry, looked up): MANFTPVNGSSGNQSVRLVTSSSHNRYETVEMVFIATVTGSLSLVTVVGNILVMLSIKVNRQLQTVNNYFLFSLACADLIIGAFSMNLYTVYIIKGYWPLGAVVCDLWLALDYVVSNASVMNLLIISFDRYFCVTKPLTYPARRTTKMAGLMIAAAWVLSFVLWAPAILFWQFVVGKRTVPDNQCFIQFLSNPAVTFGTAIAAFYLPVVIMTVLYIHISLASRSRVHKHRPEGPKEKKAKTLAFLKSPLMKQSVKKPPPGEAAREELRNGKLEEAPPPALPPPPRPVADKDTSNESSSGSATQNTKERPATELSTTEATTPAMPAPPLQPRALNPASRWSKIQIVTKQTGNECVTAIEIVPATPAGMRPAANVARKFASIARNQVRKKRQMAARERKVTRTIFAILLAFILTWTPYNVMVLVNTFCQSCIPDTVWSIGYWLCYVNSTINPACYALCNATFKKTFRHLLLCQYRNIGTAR
M1 PAM parental: nonselective calcium activators in parental CHO-K1 cells, primary screen, counter-screen for M1 PAM project, cell-based, Fluo-8 calcium fluorescence, full deck, 1536-well. ATP EC20; 0% at ATP EC20, 100% at ATP max. activation, % at 3 µM. actives 0.02% (n = 360,000). AID 602247, 2012;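 active = activation above the run cutoff, the mean activation of all test compounds plus 3 SD, cut at about 40% in these data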;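 note: peak over basal fluorescence ratio in a 140 s read after ATP addition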
CHRM4 agonist: human M4 muscarinic receptor agonists, primary screen, CHO-K1 cells, Fluo-8 calcium fluorescence. Muscarinic acetylcholine receptor M4 (Homo sapiens), P08173. CHO-K1 hM4/Gqi5; vehicle 0%, full acetylcholine response 100%. activation, % at 3 µM. actives 0.14% (n = 360,000);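 active = activation above the run mean over all test wells plus 3 SD, cut at about 32% in these data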;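 note: peak over basal fluorescence ratio per well then scaled between controls; 0% = DMSO wells and 100% = acetylcholine at EC100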
CHO-K1 Ca ag: counter-screen for M1 agonists: effect in parental CHO-K1 cells; Fluo-8 calcium fluorescence; scaled to maximal ATP response, vehicle zero; activation, % at 3 µM; actives 0.48% (n = 360,000); AID 602248, 2012; in the data active = activation above about 15%;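 note: untransfected CHO-K1 host cells lacking M1 receptor as counterscreen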
M5 antag: human M5 muscarinic receptor antagonists, primary screen, CHO cells, Fluo-8 calcium fluorescence; CHO-hM5 cells, ACh EC80; inhibition, % at 3 µM; actives 0.59% (n = 360,000); AID 624040, 2012;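 active = inhibition above a per-plate cutoff, the mean of that plate's test compounds plus 3 SD, cut at about 27% in these data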;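 note: 0% = acetylcholine EC80 with DMSO and 100% = DMSO without agonist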
CHRM5 PAM: human M5 muscarinic receptor positive allosteric modulators, primary screen, CHO-K1 cells, Fluo-8 calcium fluorescence. Muscarinic acetylcholine receptor M5 (Homo sapiens), P08912. activation, % at 3 µM. actives 0.3% (n = 360,000). CHO-K1 hM5, ACh EC20 PAM; 0% = ACh EC20, 100% = ACh EC100. AID 624038, 2012;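 active = activation above the run cutoff, the mean activation of all test compounds plus 3 SD, cut at about 18% in these data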
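System – CHO-K1 hM5 cells · Compound – 3 µM, single dose · Incubation – compound preincubation 140 s before EC20 acetylcholine addition · Technique – Fluo-8 calcium fluorescence · Measure – Max/basal fluorescence ratio as % of EC20–EC100 ACh window · Benchmarks – low control EC20 acetylcholine (0%), high control EC100 acetylcholine (100%) · Replication – singlicate, one well per test compound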
CHRM4 antagonist: human M4 muscarinic receptor antagonists, primary screen, CHO cells, Fluo-8 calcium fluorescence. Muscarinic acetylcholine receptor M4 (Homo sapiens), P08173. inhibition, % at 3 µM. actives 0.73% (n = 360,000). CHO-hM4 cells, ACh EC80. AID 624125, 2012;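 active = inhibition above its plate's cutoff, the mean inhibition of sample wells plus 3 SD, cut at about 27% in these data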;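 note: 0% = acetylcholine EC80 with DMSO and 100% = DMSO without agonist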
* = called active by the depositor.

SMILES	CHO-K1 Ca antag	CHRM5 agonist	M4 PAM	M1 PAM parental	CHRM4 agonist	CHO-K1 Ca ag	M5 antag	CHRM5 PAM	CHRM4 antagonist
COc1ccc(COCC(O)CN2CCCC(C(F)(F)F)C2)cc1 (centres undefined)	-19.3	-3.2	0.8	1.3	1.6	0.6	5.4	0.3	1.0
O=C(CN1C(=O)NC2(CCCCC2)C1=O)NNC(=O)C1CC1	12.6	1.4	5.9	-20.5	-0.3	0.1	9.2	-1.9	1.8
Cc1ccc(C)c(NC(=S)NC(=O)c2cncc(Br)c2)c1	-12.4	-5.5	-2.5	12.1	-1.3	0.8	2.2	-0.6	-1.5
CCc1cc2c(Nc3ccc(O)cc3)nc(C)nc2s1	-2.7	-2.7	0.3	3.1	-2.4	-0.4	11.3	-4.6	5.5
CC(=O)c1c(C)[nH]c(C(=O)NCc2ccc(Cl)cc2)c1C	-8.3	4.8	4.6	9.8	8.6	5.0	-6.1	-2.7	-15.5
Cc1ccc(C)c(SCC(=O)NC(=O)Nc2ccc3c(c2)OCCO3)c1	-10.6	-0.1	0.8	9.6	0.4	0.2	-6.2	-1.8	-3.3
O=C(CN1C(=O)C(=O)c2ccccc21)NCCc1ccccc1	-13.7	2.0	-1.8	18.6	2.1	1.8	0.0	5.5	-4.8
CCOC(=O)C1CCN(S(=O)(=O)c2ccc3c(c2)CCN3C(=O)C2CCC2)CC1	-4.5	-2.6	-2.9	8.4	2.3	2.0	14.2	-4.2	6.9
CCCCCCN1C[C@@H](O)[C@H](n2cc(COC(=O)c3ccccc3)nn2)C[C@@H]1c1ccc(Cl)cc1	0.8	1.8	1.4	6.1	-0.3	0.0	1.7	2.2	4.3
CC1=CCC2C(=O)N(c3cc(C)on3)C(=O)C2C1 (centres undefined)	-9.5	-1.1	6.5	14.2	0.1	0.5	0.6	3.4	4.0
COc1ccc([C@H]2CC(=O)C=C(c3cc(C(F)(F)F)cc(C(F)(F)F)c3)C2)cc1	-15.8	5.0	6.0	-4.5	-0.2	0.1	1.7	1.6	-3.5
CCN(CC(=O)NC(=O)NC1CCCC1)Cc1ccccc1	13.8	-2.6	-1.1	7.8	-0.8	4.2	3.1	-1.7	-2.5
COc1ccc(/C=N/NC(=O)c2cc(-c3ccccc3)nc3ccccc23)cc1O	-12.1	3.0	-7.1	33.9	11.8	4.5	8.8	-8.5	-3.3
CNC(=O)c1nc(C)n(-c2cc(Cl)ccc2Cl)n1	13.4	-0.4	-6.9	-0.3	-2.3	-0.1	4.7	-1.9	5.8
CC(=NCCc1c(C)[nH]c2ccc(OCc3ccccc3)cc12)C1=C(O)CC(c2ccccc2)CC1=O (centres undefined)	-20.9	-2.4	-4.5	24.7	2.1	1.3	-0.2	4.0	1.9
Cc1nc(NC(=O)CSc2nc3ccccc3s2)sc1C(=O)N(C)C	-11.2	-1.9	12.6	6.1	1.4	2.7	1.4	2.8	-10.4
O=[N+]([O-])c1ccc(CNCc2cc(Cl)ccc2O)cc1	10.8	3.2	6.5	-18.5	3.2	-0.1	1.0	-0.4	-0.7
COc1ccc(OC)c2[nH]c(C(=O)N3CCC(C(=O)O)CC3)cc12	-10.9	-4.5	-0.2	5.3	1.1	-0.2	-0.2	5.1	2.2
Cc1ccc(NC(=O)C(C)Sc2nc(-c3ccccc3)cc(=O)[nH]2)cc1 (centres undefined)	-8.3	-4.0	-1.3	2.3	0.6	-0.2	1.3	2.7	-1.2
COc1ccc(C2NC(=S)N3C(c4ccc(OC)cc4)NC(=S)N23)cc1 (centres undefined)	-19.3	-4.9	16.7	15.8	1.2	0.6	-0.1	-2.3	-1.6
COc1cccc(CN2CCN(C(=O)c3cccc4ccccc34)CC2)c1OC	-1.4	2.4	-2.0	5.5	7.8	2.7	-1.1	1.6	1.0
CCSC(=S)c1c(C)[nH]n(-c2ccccc2)c1=O	-9.3	5.0	-7.0	10.5	11.7	10.6	8.4	-6.8	2.3
Cc1ccc(N2C(=O)N(CC(=O)Nc3ccc(C)c(C)c3[N+](=O)[O-])C(=O)C2C)cc1 (centres undefined)	-14.6	0.2	1.2	1.1	1.5	2.5	21.9	-5.6	4.3
CC(C)NC(=O)COc1ccc2c(c1)C(=O)CC(C)(C)O2	13.5	2.9	-15.2	-23.7	0.4	-0.1	1.6	8.7	5.4
O=C(CSc1nc2ccccc2c(=O)n1-c1ccccc1)N1CCc2ccccc2C1	-7.9	-1.6	2.5	13.8	0.3	4.0	1.0	0.1	-14.0
Following part
SMILES	CHO-K1 Ca antag	CHRM5 agonist	M4 PAM	M1 PAM parental	CHRM4 agonist	CHO-K1 Ca ag	M5 antag	CHRM5 PAM	CHRM4 antagonist
Cc1csc(NC(=O)CCn2c(=O)sc3ccccc32)n1	8.4	-6.8	3.9	9.2	2.7	1.6	0.6	7.1	0.1
CC(C(=O)Nc1ccc2c(c1)OCO2)c1ccc([N+](=O)[O-])cc1 (centres undefined)	-1.4	10.5	-1.1	9.6	12.8	7.0	23.8	-14.5	0.5
O=C(CN(C(=O)c1cccc([N+](=O)[O-])c1)C1CCCCC1)Nc1ccc(Cl)c([N+](=O)[O-])c1	-13.1	-1.3	2.2	18.6	0.6	0.5	-2.5	-3.4	8.4
O=C(NCc1cccnc1)Nc1ccc(F)cc1F	-12.8	-2.6	8.9	3.8	0.6	0.4	-4.2	16.4	-7.0
CCOC(=O)c1c(NC(=O)CSc2nnc(C)c(=O)[nH]2)sc2c1CCC2	9.0	-1.9	11.1	-7.0	0.2	-0.1	-2.4	-3.5	-3.0
Clc1ccc(CSc2ccc(-c3ccco3)nn2)cc1	-15.1	-0.9	-2.4	6.7	0.4	0.1	1.4	4.2	0.1
O=C(Nc1ccccc1)NC1CCN(CCCN2C(=O)c3ccccc3C2=O)CC1	-15.0	-3.4	-0.1	-4.0	1.1	-0.1	0.7	5.6	-5.2
O=C(NC1CCCC1)C(c1cc2c(cc1[N+](=O)[O-])OCO2)N1CCCC1 (centres undefined)	-8.8	-8.3	3.4	11.4	-0.2	0.2	-2.7	10.4	-14.6
O=C(CSc1nnc(-c2cccnc2)n1Cc1ccccc1)N1CCOCC1	2.0	1.6	3.8	-17.2	0.1	-0.1	-0.6	-1.5	7.8
COc1ccccc1NC(=O)Cn1c(CCC(=O)O)ccc1-c1ccccc1	-7.4	-6.4	-5.0	16.7	0.4	0.5	-7.3	2.9	-2.0
CCCCCN(C(=O)NC(=O)Nn1cnnc1)S(C)(=O)=O	-7.0	0.7	6.0	5.8	4.2	0.3	-3.3	1.6	-5.0
O=c1c2ccccc2c2ccccc2c(=O)n1Nc1ccccc1	12.0	4.5	5.1	20.3	0.0	4.3	7.1	6.4	-8.4
O=C1CC2(CCN(C(=O)COc3ccccc3F)CC2)Oc2ccccc21	10.0	1.7	-3.4	-27.7	2.2	0.6	10.7	-6.9	-2.1
COc1ccc(OC)c(C2NC(=O)c3sc(=S)n(-c4ccccc4)c3N2)c1 (centres undefined)	7.6	-1.0	5.2	3.0	0.7	0.4	-0.5	1.1	-4.0
COC(=O)c1c(C(=O)OC)c(-c2cccc(F)c2)n2c1CS(=O)(=O)C2	1.5	0.7	-1.1	13.2	1.2	13.0	7.7	-0.9	4.9
Cc1ccccc1CSc1nnc(NC(=O)Cc2cccs2)s1	-8.0	-1.6	-8.0	7.1	0.1	0.2	6.1	-8.5	5.0
COc1ccc(CN(C(=O)CSc2nnc(-c3ccccc3F)o2)c2ccc(F)cc2)cc1	-15.5	0.0	-13.0	8.6	20.6	5.4	7.8	-18.9	-5.8
O=C(O)c1cc(-c2ccc(Br)s2)nc2ccccc12	3.3	-3.5	-0.4	3.8	0.2	0.4	1.7	-0.7	-1.3
O=C(COc1ccc(F)cc1Cl)Nc1nc(-c2ccccn2)cs1	-8.8	0.4	3.4	-10.2	9.5	3.1	6.3	-5.8	-15.1
CCCCOc1ccc(C(=O)N2CCN(CC(=O)Nc3ccc(C)cc3)CC2)cc1OC	-7.3	-2.0	0.2	5.2	1.9	2.2	14.1	-5.5	-1.8
O=C1NC(c2ccco2)Nc2ccccc21 (centres undefined)	-6.1	1.1	-1.0	10.0	0.2	-0.1	-4.7	-2.9	-7.5
Cc1nnc(NC(=O)CSc2nnc(-c3ccc(S(=O)(=O)N4CCCC4)cc3)n2C)s1	-3.1	-2.1	3.8	1.3	0.0	-0.4	3.2	1.9	9.0
CCC(C)(C)n1nnnc1C(c1cc2cc3c(cc2[nH]c1=O)OCO3)N1CCN(C)CC1 (centres undefined)	-9.0	-1.8	-8.9	0.2	0.3	0.1	-1.7	-3.2	9.2
COc1ccc(S(=O)(=O)N(CC(=O)NCC2CCCO2)Cc2ccccc2)cc1 (centres undefined)	-12.9	-2.7	0.3	15.2	2.9	1.9	18.4	-4.4	5.4
COc1ccccc1N(C)S(=O)(=O)c1ccc(Cl)c(C(=O)NC2=NCCS2)c1	-4.7	-0.9	0.5	4.5	6.0	1.9	3.7	-0.4	-1.9
(cont.)
SMILES	CHO-K1 Ca antag	CHRM5 agonist	M4 PAM	M1 PAM parental	CHRM4 agonist	CHO-K1 Ca ag	M5 antag	CHRM5 PAM	CHRM4 antagonist
O=C(Nc1cccc(CCc2ccccn2)c1)c1cc(F)c(F)cc1Cl	-7.5	-2.9	5.8	13.9	0.8	1.1	3.2	-1.5	-11.3
CCCn1c(SCC(=O)NCCc2ccc(OC)c(OC)c2)nc2c1c(=O)n(C)c(=O)n2C	-23.9	-1.0	2.7	18.6	1.1	0.1	9.0	1.0	7.2
CSc1nc2c(c(-c3ccccc3)c1C#N)CCC2	-3.3	-6.3	4.9	16.0	-3.0	-0.1	-3.3	1.3	-13.2
CCOC(=O)N1CCC(Nc2c(NCCN3CCN(c4cccc(Cl)c4)CC3)c(=O)c2=O)CC1	5.7	0.8	6.2	17.3	-0.5	0.6	0.9	-1.1	-3.3
O=C(Nc1ccc(N2CCN(C(=O)c3cccs3)CC2)cc1)c1ccccc1Cl	-6.3	0.0	4.6	9.0	7.0	4.8	0.6	-0.3	-18.2
O=C(CN1C(=O)c2ccc([N+](=O)[O-])cc2C1=O)Nc1ccccc1N1CCCC1	-2.7	-0.2	3.9	-20.0	1.8	0.6	4.9	-3.2	1.0
